# Screening data (PubChem BioAssay)
# EPAC2 ag: activates human EPAC2 exchange factor | Q8WZA2 | EPAC2 activation, biochemical qHTS; response scale: 100% = 6.5 mM cAMP response | Potency, µM (doses to about 154 µM), inactives show top-dose activation, actives largely listed as activators | 360,000 compounds, 0.079% hits; note: potency is the fitted concentration of half-maximal effect; nearly all actives have a fitted effect of over 50% in size
# Target sequence (Q8WZA2 whole entry, looked up): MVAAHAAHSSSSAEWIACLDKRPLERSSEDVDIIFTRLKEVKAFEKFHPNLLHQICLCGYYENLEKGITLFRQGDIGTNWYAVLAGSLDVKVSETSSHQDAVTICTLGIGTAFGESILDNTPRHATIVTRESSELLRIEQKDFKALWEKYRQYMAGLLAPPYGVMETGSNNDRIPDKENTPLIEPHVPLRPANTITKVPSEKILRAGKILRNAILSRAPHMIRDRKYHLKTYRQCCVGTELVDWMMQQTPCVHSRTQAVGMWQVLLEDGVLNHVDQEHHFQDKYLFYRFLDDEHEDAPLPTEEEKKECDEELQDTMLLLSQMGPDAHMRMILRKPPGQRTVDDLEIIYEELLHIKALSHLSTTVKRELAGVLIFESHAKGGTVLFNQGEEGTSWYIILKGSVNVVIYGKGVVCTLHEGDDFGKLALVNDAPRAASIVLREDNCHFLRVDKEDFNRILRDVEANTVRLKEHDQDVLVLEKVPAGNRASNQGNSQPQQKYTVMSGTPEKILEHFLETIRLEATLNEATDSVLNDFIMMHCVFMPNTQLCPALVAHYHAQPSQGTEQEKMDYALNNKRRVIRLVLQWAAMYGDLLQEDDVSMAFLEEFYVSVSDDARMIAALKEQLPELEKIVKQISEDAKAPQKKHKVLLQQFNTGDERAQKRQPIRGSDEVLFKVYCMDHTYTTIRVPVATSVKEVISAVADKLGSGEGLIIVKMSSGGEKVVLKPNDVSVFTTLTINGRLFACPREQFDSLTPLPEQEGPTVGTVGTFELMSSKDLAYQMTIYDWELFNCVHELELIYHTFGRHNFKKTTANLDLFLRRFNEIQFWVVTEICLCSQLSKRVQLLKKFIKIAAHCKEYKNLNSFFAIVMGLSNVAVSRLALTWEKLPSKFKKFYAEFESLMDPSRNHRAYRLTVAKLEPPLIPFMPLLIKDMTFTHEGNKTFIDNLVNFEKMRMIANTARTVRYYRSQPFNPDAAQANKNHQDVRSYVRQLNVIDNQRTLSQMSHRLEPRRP
#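 qHTS, titration series. 100 nM EPAC2 / 250 nM Rap1B-BODIPY-GDP / 50 uM GDP; RT; ex 480/em 540 nm, 5-min reads to 30 min. Norm. to 6.5 mM cAMP = activation.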
# Mm-Cpn inhibitor: M. maripaludis TRiC chaperonin inhibition; AID 504842; Potency, µM (doses to about 76.9 µM), for the others: top-dose activity, negative = inhibition, hits mostly inhibitors; purified Mm-Cpn ATPase, ADP Transcreener TR-FRET; 330,000 compounds, 0.031% hits; note: potency is the fitted concentration of half-maximal effect; % is set by controls: 0 for no effect and ±100 for the full control effect; nearly all actives have a fitted effect of over 80% in size
#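 Eu-cryptate anti-ADP/ADP-d2 competition gives a ratio inversely related to ADP. Enzyme at 25 nM was pre-exposed to compound for 10 min, then given 10 uM ATP for 30 min, 37°C throughout.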
# CCT modulator: modulators of cytosolic chaperonin (CCT/TRiC) activity. purified chaperonin ATPase assay, HTRF ADP detection, 30 min. activity change, % (no concentration beside the values), hits read low. 360,000 compounds, 0.3% hits. AID 651819; in the data active = activity change below about -30%; note: % is set by controls: 0 for no effect and ±100 for the full control effect
#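 Nucleotide hydrolysis assay: TRiC at 20–40 nM final (set by batch activity) with 10 uM ATP, 30 min at 37 °C, in presence of 76 uM compound. Detection by competitive ADP HTRF, 30 min ambient.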
# Nrf2 block: inhibitors of Nrf2 signaling | A549 ARE-Fluc reporter, luciferase luminescence, 18-24 h | Potency, µM (doses to about 46 µM), inactives show top-dose activity change, negative = inhibition, actives largely listed as inhibitors | 360,000 compounds, 2.1% hits | AID 504444; note: potency is the fitted concentration of half-maximal effect; % is set by controls: 0 for no effect and ±100 for the full control effect; nearly all actives have a fitted effect of over 60% in size
#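 Quantitative HTS in A549 cells stably bearing an antioxidant response element-firefly luciferase construct. Inhibition of Nrf2-driven transcription was scored by luminescence after 18-24 h of compound exposure at 37 °C.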
# Nrf2 ARE act: activates Nrf2 signaling; Potency, µM (highest dose often 46.1 µM), for inactives: at the highest dose activation, usual class: activators; AREc32 ARE-luciferase reporter (MCF7-derived line), luminescence, 24 h; 410,000 compounds, 0.31% hits; note: potency is the fitted concentration of half-maximal effect; % of control where 0% means no effect; nearly all actives have a fitted effect of over 65% in size
#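 Nrf2 activation is followed as ARE-luciferase induction in the AREc32 line after one day of compound treatment; luminescence is read with Steady-Glo.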
# A549 viability: A549 cytotoxicity, counter-screen for Nrf2 inhibitors | AID 504648 | A549 ARE-Fluc cells, CellTiter-Fluor viability, 18-24 h | 390,000 compounds, 0.16% hits | Potency, µM (series often up to 46 µM), without a hit: at the top dose activity change, negative = cytotoxicity, most hits filed as inhibitors; note: potency is the fitted concentration of half-maximal effect; % is set by controls: 0 for no effect and ±100 for the full control effect
#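 A549 ARE-Fluc cells in 5% FBS OPTI-MEM, 5000 cells/well, rested 2 h then exposed to compounds in concentration-response for 18-24 h at 37 °C. Viability by CellTiter-Fluor fluorescence (Ex 405/Em 525) after 30 min; luciferase luminescence (BugLite, 15 min, RT) read afterwards.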
# EPAC2 antag: blocks human EPAC2 exchange factor | 360,000 compounds, 0.18% hits | EPAC2 GEF exchange of Rap1B-BODIPY-GDP, fluorescence | Potency, µM (top dose mostly 114 µM), without a hit: at the highest dose activity, negative = inhibition, most hits filed as inhibitors | AID 720708 | Q8WZA2; note: potency is the fitted concentration of half-maximal effect; % is set by controls: 0 for no effect and ±100 for the full control effect; nearly all actives have a fitted effect of over 45% in size; many of its hits are not listed in these tables
# TGFb SMAD3 inh: TGF-b pathway inhibition; HepG2 CAGA-GFP TGF-b/SMAD3 reporter, GFP fluorescence, 18 h; TGF-beta stimulated, 500 pg/mL final; AID 588855; 410,000 compounds, 1.2% hits; Potency, µM (series often up to 46.1 µM), for inactives: at the highest dose activity, negative = inhibition, hits mostly inhibitors; note: potency is the fitted concentration of half-maximal effect; % is set by controls: 0 for no effect and ±100 for the full control effect; nearly all actives have a fitted effect of over 65% in size
#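 Cell-based qHTS in HEPG2 carrying a CAGA-GFP Smad reporter; compounds added before 500 pg/mL final TGF-beta, 18 h incubation at 37 degrees C, GFP fluorescence quantified per cell by imaging cytometry.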
# Akt phos inh: Akt phosphorylation inhibition; 360,000 compounds, 0.32% hits; activity change, % for hits at 50 µM; AID 651550; Neuro2A IGF-stimulated pAkt S473 HTRF, 20 min; stronger effect = lower value; in the data active = activity change below about -80%; inconclusive = mostly about -51% to -80%; note: % is set by controls: 0 for no effect and ±100 for the full control effect
#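 Neuro2A cells (4,500/well, DMEM with 0.5% FBS) were treated with compound at a single 50 µM final concentration, stimulated with 6 nM IGF for 20 min at 37 °C, and lysed. Phospho-Akt Ser473 was read by HTRF as 665/615 ratio ×10^4.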
# Active calls of the source: *; i = inactive; ? = inconclusive; . = no result given; [ ] = dose if it differs, or a comment. Unless noted, calls come from the whole dose curve; as a rule, active = well fitted curve in the direction sought with a large enough effect; inconclusive = small, poorly fitted or top-dose-only effect, or another doubt; inactive = no such curve, though single readings can be large; an effect the other way counts as inactive or inconclusive. The list is partial; count on the stated rates, not on these rows.
SMILES,EPAC2 ag,Mm-Cpn inhibitor,CCT modulator,Nrf2 block,Nrf2 ARE act,A549 viability,EPAC2 antag,TGFb SMAD3 inh,Akt phos inh
COC(=O)c1ccc(CN2[C@H](C(=O)OC)C[C@@]3(O)[C@@H](O)[C@@H](O)[C@@H](O)C[C@@H]23)cc1,1%,1%,1.0,-1%,-1.1%,-4%,1%,3%,i
CCN(CC)C(=O)c1nc[nH]c1C(=O)N1CCc2ccccc2C1,5%,-3%,-0.3,0%,-0.6%,-5%,0%,?,i
CCC1S/C(=N/N=C/c2ccco2)N(Cc2ccccc2C)C1=O (configuration not stated),22%,2%,0.8,-6%,9.8%,-2%,-10%,0%,i
CC(=O)Nc1ccc(S(=O)(=O)/N=C2\SCCN2S(=O)(=O)c2ccc(NC(C)=O)cc2)cc1,5%,-6%,-1.0,3%,-0.7%,10%,-8%,-5%,i
O=C1CC(=O)Nc2ccccc2N1,3%,.,-3.2,.,-1.3%,.,7%,-3%,i
Cc1ccc(-c2nn(-c3ccccc3)cc2CNCc2ccccc2)cc1,16%,1%,-2.4,?,-2.1%,5%,5%,?,i
CCC1=C(OC(=O)N(CC)CC)N2C(=O)OC(=NCC3CC3)[C@]2(Cc2ccccc2)[C@H]2C1=CC[C@H]1C(=O)N(CC)C(=O)[C@H]12,11%,2%,-0.9,7%,3.6%,?,4%,-12%,i
COc1ccc(-c2cc(-c3ccc4c(c3)NC(=O)CO4)nc3c2COc2ccc(C)cc2-3)cc1,.,.,.,4%,0.3%,2%,.,5%,.
COc1ccc(-n2c(=S)[nH]c3ncccc3c2=O)cc1,4%,-11%,-0.9,-3%,0.1%,0%,8%,0%,i
COc1ccc(NC(=O)NNC(=O)C(C)Oc2ccc(C(C)C)cc2)c(OC)c1 (configuration not stated),3%,3%,1.3,-18%,-1.4%,-3%,-2%,?,i
COC(=O)c1ccccc1NC(=O)Cn1cnc2ccc(S(=O)(=O)N3CCC(C)CC3)cc2c1=O,-4%,0%,-0.7,4%,0.3%,-5%,-2%,-3%,i
CC1(c2ccccc2)NC(=O)N(CC(=O)Nc2ccc(S(=O)(=O)NC3=NCCCCC3)cc2)C1=O (configuration not stated),12%,.,-1.8,16%,-0.4%,2%,-1%,-2%,i
CC(C)(C)C1CCc2c(sc(NC(=O)c3cc(-c4ccc(F)cc4)on3)c2C#N)C1 (configuration not stated),.,.,.,-21%,2.3%,5%,.,16%,.
CC1=C(C(=O)OCC2CCCCC2)C(c2ccc(Cl)cc2)CC(=O)N1 (configuration not stated),.,.,.,?,2.6%,2%,.,?,.
COc1ccc(NC(=O)c2cc(C)nc3ccccc23)c(OC)c1,11%,1%,0.8,-9%,0.4%,2%,-3%,0%,i
CCOc1ccc(S(=O)(=O)N2CCCC(C(=O)NCCN3CCOCC3)C2)cc1Cl (configuration not stated),2%,0%,1.6,-1%,-0.4%,1%,-10%,1%,i
Cc1nc2nc(SCC(=O)N(C)Cc3ccccc3)nn2c(C)c1Cc1ccccc1Cl,.,.,.,7%[9.27 µM],0.6%,-10%,.,?,.
CC(=O)C(c1ccccc1)C(c1ccccc1)C(C)[N+](=O)[O-] (configuration not stated),8%,1%,-2.7,1%,0.0%,0%,0%,-3%,i
Cc1cc(C)nc(SC(C)C(=O)O)n1 (configuration not stated),6%,0%,-0.9,5%,-0.6%,-7%,11%,-15%,i
CC(CS(=O)(=O)c1cccc2cccnc12)N1CCCCC1 (configuration not stated),16%,-1%,-4.9,.,2.3%,-10%,0%,13%,i
CC(C)(C)OC(=O)CNC(=O)c1nc[nH]c1C(=O)NCC(=O)OC(C)(C)C,-4%,1%,-1.4,7%,3.8%,7%,-12%,26%,i
Cc1ccc(S(=O)(=O)N(CC(=O)N/N=C/c2cccc(C)c2)c2cccc3cccnc23)cc1,0%,.,-0.8,.,-0.1%,-5%,6%,?,i
NC(=O)Cn1cc(/C=N\NS(=O)(=O)c2cccc([N+](=O)[O-])c2)c2ccccc21,7%,-6%,-0.6,5%,3.4%,9%,-7%,16%,i
O=C(c1cc(COc2ccc(-n3cncn3)cc2)on1)N1CCCC1,1%,.,0.4,0%,0.0%,1%,5%,0%,i
Cn1nnnc1SCC(=O)Nc1cccc([N+](=O)[O-])c1,0%,2%,-0.3,6%,?,1%,5%,?,i
COc1ccc([C@H]2CC(=O)C=C(c3ccccc3C(F)(F)F)C2)cc1,-5%,2%,-2.7,7%,4.0%,15%,-24%,?,i
Cn1ncc(Br)c1C(=O)Nc1ccc(F)cc1F,4%,-1%,-2.5,?,0.3%,-8%,1%,-15%,i
CCOC(=O)c1ccc(NC(=O)CCc2nc(-c3ccccc3)no2)cc1,15%,-2%,-0.6,?,0.6%,-20%,-4%,-12%,-101%*
CCCC(C)NC(=O)c1nc(-c2ccccc2)n(-c2ccccc2)n1 (configuration not stated),12%,1%,-1.2,.,-0.4%,1%,-1%,13%,i
O=C(O)C1Cc2ccccc2CN1C(=O)c1ccccc1 (configuration not stated),5%,0%,-1.9,8%,0.2%,-3%,11%,1%,.
O=C(CN1CCN(S(=O)(=O)c2ccccc2[N+](=O)[O-])CC1)Nc1ccc(N2CCOCC2)cc1,10%,1%,-1.9,-1%,-0.3%,13%,7%,15%,i
Cc1ccc(Nc2ccc3cc(S(=O)(=O)N4CCCCC4)ccc3n2)cc1F,.,.,.,?,0.5%,-12%,.,?,.
COCCNC(=O)C1CCC(CNS(=O)(=O)c2ccc(F)cc2)CC1 (configuration not stated),1%,0%,1.1,?,-0.5%,0%,0%,10%,i
Cc1ccc(C(c2sc3nc(C)nn3c2O)N2CCN(c3ccc(F)cc3)CC2)cc1 (configuration not stated),-4%,-1%,-1.5,3%,0.2%,1%,-3%,-2%,i
CNc1ccc([N+](=O)[O-])cc1C(=O)O,-6%,1%,1.0,21%,-0.6%,-15%,3%,-7%,i
O=c1[nH]c2ccc(S(=O)(=O)N3CCN(c4ccc(F)cc4)CC3)cc2o1,-1%,5%,-2.1,2%,-0.5%,-3%,-1%,-5%,i
CC(C)(C)c1sc(N)nc1-c1ccccc1,5%,.,1.5,-3%,0.3%,-5%,10%,-4%,i
O=C(Nc1ccc(F)cc1)[C@H](CSCc1ccccc1)N1Cc2ccccc2C1=O,.,.,.,-3%,-0.1%,-2%,.,-10%,.
Nc1c(C(=O)c2ccccc2)oc2ccc(Br)cc12,-4%,-2%,-1.1,?,16%,-21%,-3%,-3%,i
O=C(NCc1ccccc1)C1CC(=O)N(c2ccc(OCC(=O)N3CCOCC3)cc2)C1 (configuration not stated),6%,2%,-1.0,15%,0.1%,1%,2%,7%,i
CCC(=O)N/N=c1/sc2ccccc2n1C,0%,0%,2.1,-6%,3.1%,3%,27%,0%,i
O=C1Cc2cc(NS(=O)(=O)c3ccc([N+](=O)[O-])cc3)cc3c2N1CCC3,-3%,0%,0.0,-1%,2.8%,2%,5%,-26%,i
O=C(O)CC(NCc1ccco1)C(=O)OCCc1ccccc1 (configuration not stated),13%,0%,0.7,-4%,0.0%,6%,-8%,0%,i
CC(=O)NC1C(OCc2ccccc2)OC2COC(c3ccccc3)OC2C1OCC(=O)O (configuration not stated),8%,2%,-1.0,-6%,0.0%,6%,2%,13%,i
COc1ccc(/C=N/NC(=O)C(C)N(c2ccc(OC)cc2)S(C)(=O)=O)cc1 (configuration not stated),17%,-1%,0.6,1%,-0.2%,1%,-4%[57.1 µM],20%,i
CC(=O)c1ccc(NC(=O)CSC(C)C)cc1,9%,0%,-1.2,?,6.5%,10%,-3%,23%,i
CC(=O)OC(/C(O)=C(\C#N)c1nc2ccccc2[nH]1)c1ccccc1 (configuration not stated),7%,-1%,-4.1,?,-0.5%,-10%,-3%,-10%,i
CCCCn1nnnc1SCC(=O)Nc1ccc(C)cc1,-8%,0%,1.1,4%,-0.6%,-10%,0%,-6%,i
CC1(C)O[C@@H]2C[C@H]3[C@@H]4CCC5=CC(=O)C=C[C@]5(C)[C@@]4(F)[C@@H](O)C[C@]3(C)[C@]2(C(=O)CO)O1,4%,4%,-1.4,0.0041µM*,0.0%,-1%,-7%,1%,i
CSCCC(NS(=O)(=O)c1ccccc1F)C(=O)N1CCCCCCC1 (configuration not stated),5%,1%,0.8,1%,-0.3%,-1%,12%,-12%,i
CC(C)(O)C#Cc1ccc(C(=O)NC2CCCCC2)s1,0%,4%,-0.4,?,-0.1%,2%,-1%,-4%,i
Cc1cc(=O)[nH]c(COc2ccccc2)n1,2%,0%,-1.8,.,1.9%,0%,2%,17%,i

# Entries of single compounds, quoted from the list.
# Record of CSCCC(NS(=O)(=O)c1ccccc1F)C(=O)N1CCCCCCC1 (configuration not stated) → EPAC2 ag = 5%; Mm-Cpn inhibitor = 1%; CCT modulator = 0.8; Nrf2 block = 1%; Nrf2 ARE act = -0.3%; A549 viability = -1%; EPAC2 antag = 12%; TGFb SMAD3 inh = -12%; Akt phos inh = i
# Record of CC(=O)OC(/C(O)=C(\C#N)c1nc2ccccc2[nH]1)c1ccccc1 (configuration not stated) → EPAC2 ag = 7%; Mm-Cpn inhibitor = -1%; CCT modulator = -4.1; Nrf2 block = ?; Nrf2 ARE act = -0.5%; A549 viability = -10%; EPAC2 antag = -3%; TGFb SMAD3 inh = -10%; Akt phos inh = i

# Copied from the list:
# A549 viability, `CCCCn1nnnc1SCC(=O)Nc1ccc(C)cc1` stands at -10%
# EPAC2 ag, `CC(=O)OC(/C(O)=C(\C#N)c1nc2ccccc2[nH]1)c1ccccc1` (configuration not stated) stands at 7%
# TGFb SMAD3 inh, `CC(=O)c1ccc(NC(=O)CSC(C)C)cc1` stands at 23%
# A549 viability, `CSCCC(NS(=O)(=O)c1ccccc1F)C(=O)N1CCCCCCC1` (configuration not stated) stands at -1%
